High-throughput results (PubChem)
DRD3 agonist = qHTS of D3 Dopamine Receptor Agonist: qHTS; D(3) dopamine receptor (Homo sapiens), P35462; D3R DiscoveRx beta-arrestin cells, luminescence, 90 min; max activation, %; actives 0.58% (n = 410,000); AID 652048, 2013; in the data active = max activation above about 30%; note: 0% is about no effect; mostly tested at two doses, the higher about 12 µM
Target sequence (P35462 whole entry, looked up): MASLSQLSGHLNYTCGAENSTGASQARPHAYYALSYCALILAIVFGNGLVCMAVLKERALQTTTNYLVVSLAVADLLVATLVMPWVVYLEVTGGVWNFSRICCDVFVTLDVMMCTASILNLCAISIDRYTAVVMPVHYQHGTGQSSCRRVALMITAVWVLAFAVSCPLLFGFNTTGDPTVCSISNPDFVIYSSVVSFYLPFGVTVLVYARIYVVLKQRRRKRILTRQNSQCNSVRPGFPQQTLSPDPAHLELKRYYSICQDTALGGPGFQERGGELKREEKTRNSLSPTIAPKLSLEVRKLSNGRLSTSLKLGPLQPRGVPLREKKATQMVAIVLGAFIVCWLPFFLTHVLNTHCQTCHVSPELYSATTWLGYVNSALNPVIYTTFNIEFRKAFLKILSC
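Agonist-mode cell screen: cells plated at 1500/well and incubated overnight at 37 °C, then exposed to library compounds for 90 min at 37 °C. Detection reagent was added for 30–60 min at room temperature, and luminescence was read.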
MCF10A rerep = A quantitative high throughput screen for small molecules that induce DNA re-replication in MCF 10a normal breast cells | MCF 10A DNA re-replication, Hoechst nuclear intensity, 48 h | actives 2.9% (n = 350,000) | Potency, µM (doses to about 46.1 µM), for the others: at the highest dose activity, positive = re-replication, most hits filed as activators; note: potency is the fitted concentration of half-maximal effect; % of control where 0% means no effect; nearly all actives have a fitted effect of over 50% in size
KB-3-1 cytotox = qHTS assay for MDR1-selective chemotherapeutics: Primary screen using the parental adenocarcinoma cell KB-3-1; KB-3-1 viability, CellTiter-Glo ATP luminescence, 72 h; Potency, µM (top dose mostly 46.1 µM), without a hit: at the highest dose activity change, negative = cytotoxic, usual class: cytotoxic; actives 1.4% (n = 400,000); note: potency is the fitted concentration of half-maximal effect; % is set by controls: 0 for no effect and ±100 for the full control effect; nearly all actives have a fitted effect of over 60% in size
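Luminescent ATP read-out (CellTiter-Glo) measures survival of drug-naive KB-3-1 cells after 72 h compound exposure at 37 °C. Titration series was screened from lowest to highest concentration, with DMSO vehicle plates as background controls.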
SW480 rereplic = A quantitative high throughput screen for small molecules that induce DNA re-replication in SW480 colon adenocarcinoma cells | AID 624297, 2012 | actives 1.8% (n = 340,000) | SW480 DNA re-replication, Hoechst DNA content imaging, 48 h | Potency, µM (doses to about 46.1 µM), for inactives: top-dose re-replication activation, most hits filed as activators; note: potency is the fitted concentration of half-maximal effect; % of control where 0% means no effect; nearly all actives have a fitted effect of over 55% in size
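Image-based DNA-content assay: after two days of treatment, nuclei were labelled with the DNA dye Hoechst and imaged, and hits were compounds raising the count of nuclei showing high fluorescence intensity.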
HT1080NT lethal = qHTS for induction of synthetic lethality in tumor cells producing 2HG: qHTS for the HT-1080-NT fibrosarcoma cell line. Potency, µM (highest dose often 46.1 µM), for the others: at the highest dose activity, negative = less viability, usual class: cytotoxic. actives 1.6% (n = 360,000). HT-1080-NT fibrosarcoma viability, CellTiter-Glo ATP luminescence, 48 h;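 note: NT is the 2HG producing partner of a matched IDH1 knockdown line; potency is the fitted concentration of half-maximal effect; 0% = DMSO-treated cells and -100% = media-only wells without cells; nearly all actives have a fitted effect of over 55% in size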
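Viability of the 2HG-overproducing fibrosarcoma line after 48 hours of compound exposure at 37 degrees C was determined by luminescence with CellTiter-Glo, and concentration-effect curves were then fitted and categorized.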
GLP1R cytotox = qHTS of GLP-1 Receptor Inverse Agonists: Cytotox Screen | AID 624418, 2012 | HEK293 cAMP-luciferase reporter cells, luminescence, 24 h | Potency, µM (titrated, usually from 38.3 µM), for inactives: at the highest dose activity change, negative = inhibition, usual class: inhibitors | actives 0.13% (n = 410,000);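 note: loss of luciferase light is scored as toxicity; potency is the fitted concentration of half-maximal effect; % is set by controls: 0 for no effect and ±100 for the full control effect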
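Seeding density was 200 cells/uL; after overnight-length (12 h) culture, 23 nL compounds went on for 24 h at 37 °C. Readout used a luciferase detection reagent, luminescence taken after 12 min at room temperature.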
IL-1B inflam inh = qHTS for Inhibitors of Inflammasome Signaling: IL-1-beta AlphaLISA Primary Screen; THP-1 LPS/ATP IL-1B secretion, AlphaLISA, 16 h; stronger effect = lower value; activity change, % at 57.5 µM; actives 4.7% (n = 360,000); in the data active = activity change below about -50%; inconclusive = mostly about -30% to -49%; note: % is set by controls: 0 for no effect and ±100 for the full control effect
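Secreted IL-1B measured by AlphaLISA bead assay after 16 h compound exposure of THP-1 cells; compounds (final up to 57.5 uM) added 1 h before LPS (250 ng/mL) and ATP (1.25 mM) stimulation; lower signal means less secretion.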
KB-V1 MDR tox = qHTS assay for MDR1-selective chemotherapeutics: Primary screen using the drug-selected MDR subline cells KB-V1; KB-V1 MDR cells viability, CellTiter-Glo, 72 h; Potency, µM (doses to about 46.1 µM), inactives show at the top dose activity change, negative = cytotoxicity, hits mostly cytotoxic; actives 3.4% (n = 400,000); note: potency is the fitted concentration of half-maximal effect; % is set by controls: 0 for no effect and ±100 for the full control effect; nearly all actives have a fitted effect of over 60% in size
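KB-V1 MDR subline cells in DMEM (phenol-red free, 10% FBS) exposed to compounds in qHTS concentration series for 72 h at 37 degrees C. Viability read by CellTiter-Glo luminescence; concentration-effect curves fitted after normalization and correction.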
HT1080 IDH1KD tx = qHTS for induction of synthetic lethality in tumor cells producing 2HG: qHTS for the HT-1080-IDH1KD cell line. actives 2% (n = 360,000). AID 686971, 2013. Potency, µM (highest dose often 46.1 µM), for inactives: at the top dose activity, negative = toxicity, usual class: cytotoxic. HT-1080 IDH1 knockdown viability, ATP luminescence, 48 h;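 note: potency is the fitted concentration of half-maximal effect; 0% = DMSO wells and -100% = cell-free medium wells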
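CellTiter-Glo luminescence after 48 h compound exposure at 37 degrees C of IDH1-knockdown HT-1080 cells in 5% FBS RPMI. %Activity scaled between DMSO wells and cell-free media wells, with curves fitted and assigned curve classes.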
The depositor's hits bear a star; i = inactive; ? = inconclusive; nt = no result given; & = joins results of further samples; [ ] = remark or other dose. Unless noted, calls come from the whole dose curve; as a rule, active = well fitted curve in the direction sought with a large enough effect; inconclusive = small, poorly fitted or top-dose-only effect, or another doubt; inactive = no such curve, though single readings can be large; an effect the other way counts as inactive or inconclusive.

Results follow in this order: DRD3 agonist, MCF10A rerep, KB-3-1 cytotox, SW480 rereplic, HT1080NT lethal, GLP1R cytotox, IL-1B inflam inh, KB-V1 MDR tox, HT1080 IDH1KD tx
COc1ccc(-c2nnc(-c3ccc(OCC(C)C)cc3)o2)cc1
    -2, ?, -7%, 4%, 1%, 0%, 23, ?, -1%
CCCCNC(=O)Cn1nc(-c2ccc(C)cc2)ccc1=O
    0, -2%, 13%, -10%, 7%, 26%, -30, 14%, 11%
COC(=O)c1ccc(Cl)c(NC(C)=O)c1
    2, -9%, 2%, -10%, 1%, 5%, 7, 3%, 1%
COc1ccc(CN(C)CC(=O)Nc2ccc(SC(F)F)cc2)cc1OC
    1, 25%, 0%, -1%, -1%, 2%, ?, ?, -30%
CC(=O)C1CCC2C3CCC4CC(OC(=O)CCC(=O)O)CCC4(C)C3C(=O)CC12C (stereo unspecified)
    -4, -4%, 0%, 5%, 16%, -1%, 34, 0%, 18%
Cc1ccccc1COn1nnc2ccc(S(=O)(=O)N3CCOCC3)cc21
    0, 9%, 29%, -3%, 0%, -1%, -3, -27%, -1%
CCOC(=O)c1cnc(SC2CCc3ccccc3C2=O)nc1N (stereo unspecified)
    -6, 15%, 12%, 5%, -8%, -3%, 21, -5%, ?
CCc1cccc(C)c1NC(=O)COC(=O)C1CC(=O)N(CCc2ccc(OC)c(OC)c2)C1 (stereo unspecified)
    17, -2%, 14%, -1%, 2%, 3%, 10, 8%, 3%
COCCCn1c(SCC(=O)NC(C)(C)C)nnc1-c1cccs1
    -13, 11%, 9%, -8%, 15%, -3%, 7, 1%, -6%
COCCN(C(=O)COC(=O)CCSc1ccc(F)cc1)c1c(N)n(Cc2ccccc2)c(=O)[nH]c1=O
    0, -2%, -16%, 3%, 2%, 8%, 8, 5%, 4%
Cc1ccc(CN2CCC(CNC(=O)Nc3cccc(C)c3C)C2)cc1 (stereo unspecified)
    -22, nt, -19%, nt, nt, 0%, nt, -13%, nt
CCOC(=O)c1oc2ccccc2c1NC(=O)c1ccc(S(=O)(=O)N2CCCC2)cc1
    0, -1%, -10%, 1%, 3%[9.24 µM], -13%, 42, 0%, -14%
O=C(NCc1cccc(F)c1)C1CCN(S(=O)(=O)Cc2ccccc2)CC1
    -4, 9%, 24%, 1%, -1%, 30%, 8, 5%, -17%
N#Cc1c(-c2ccccc2Cl)c2c([nH]c1=O)-c1ccccc1OC2
    -6, 4.1µM*, -11%, 18µM*, -3%, 189%[activator], 32, 4%, -5%
Nc1c(C(=O)NCc2ccco2)nnn1CC(=O)Nc1ccc2c(c1)OCO2
    4, 0%, 0%, -19%, 30%, 0%, 20, -3%, 0%
CCN(c1ccccc1)S(=O)(=O)c1cc(C(=O)OC(C)C(=O)Nc2ccc3c(c2)OCCO3)ccc1C (stereo unspecified)
    -3, 8%, -5%, ?, -13%, -1%, 16, -17%, -25%
CCC1CCCCN1CCCNC(=O)c1ccc2c(c1)N(Cc1ccccc1F)C(=O)c1ccccc1S2(=O)=O (stereo unspecified)
    -16, nt, ?, nt, nt, ?, nt, -12%, nt
CCOc1ccc(/C=N/OCC(=O)NCc2ccco2)cc1
    8, -1%, -5%, -2%, 3%, -7%[0.307 µM], 4, -5%, -19%
COc1cc(C(CCN2CCCCC2)c2c(OC)cc(OC)c3c(C)cc(=O)oc23)cc(OC)c1OC (stereo unspecified)
    -8, 14%, 5%, -5%, -6%, -52%, 12, 26%, -12%
Cc1sc2ncn(CC(=O)Nc3ccc(C(F)(F)F)cc3)c(=O)c2c1S(=O)(=O)N1CCN(C)CC1
    -12, nt, 0%, nt, nt, -16%, nt, ?, nt
Cc1noc(C)c1C(=O)NC(C)C1CCCO1 (stereo unspecified)
    -7, -7%, 0%, 0%, 8%, 1%, 32, -9%, -15%
C=CCn1c(SC(C)C(=O)NCCC2=CCCCC2)nc2ccccc2c1=O (stereo unspecified)
    -11, ?, -3%, 6%, -2%, -11%, -5, -13%, -4%
CCOc1ccc(C(=O)c2cccs2)cc1
    -2, -6%, -15%, -4%, 14%, 11%, -21, 11%, 0%
CCCS(=O)(=O)N1CCCC(C(=O)NCCCOC)C1 (stereo unspecified)
    4, nt, -3%, nt, nt, 1%, nt, 0%, nt
COc1ccc(NC(=O)CSc2nc(-c3ccccc3)nc3cc(=O)[nH]n23)cc1
    -2, nt, 14%, nt, nt, -14%, nt, 0%, nt
COc1ccccc1CNC(=O)C1CC(c2ccccc2C(F)(F)F)=NO1 (stereo unspecified)
    6, ?, 7%, -6%, 4%, 1%, 18, ?, 4%
COc1cccc(NC(=O)N2CCN3CCCCC3C2)c1 (stereo unspecified)
    -25, nt, 1%, nt, nt, 10%, nt, -5%, nt
O=C1CCN(CCc2ccccc2)CCN1[C@H](CO)c1ccccc1
    -25, -2%, 23%&-7%, -2%, 0%, -27%, 12, ?, 2%
COc1ccc(CNC(=O)C(=O)NCC2OCCN2S(=O)(=O)c2ccc(OC)c(OC)c2)cc1 (stereo unspecified)
    11, 0%, nt, 12%, 0%, 14%, 10, nt, -5%
O=C(NNC(=O)c1cc2cc(Br)ccc2oc1=O)c1ccc(O)cc1
    -1, 0%, 0%, -3%, 3%, 9%, -6, -7%, -1%
CS(=O)(=O)Nc1ccc(C2=NN(C(=O)c3ccco3)C(c3ccco3)C2)cc1 (stereo unspecified)
    -2, 17%, ?, ?, -21%, 5%, i, 0%, ?
Cn1c(CNS(=O)(=O)c2ccc(F)cc2)n[nH]c1=S
    1, 5%, -6%, 3%, 12%, 4%, 2, 10%, 16%
COc1ccc(S(=O)(=O)c2c(O)cc(C)c(NS(=O)(=O)c3ccccc3)c2C)cc1
    2, ?, 4%, 9%, -22%, -3%, -2, 0%, -8%
Clc1cccc(Cl)c1CSc1nnc(/C=C/c2ccccc2)o1
    -10, 22%, 1%, 3%, 3%, -2%, 0, 5%, -1%
COc1cc(/C=C/C(=O)O)cc(S(=O)(=O)Nc2ccc3cn[nH]c3c2)c1OC
    -1, -1%, 1%, -5%, -8%, -14%, 23, -2%, 0%
COc1ccc(N(CC(=O)NCCC2=CCCCC2)S(=O)(=O)c2ccccc2)cc1
    -4, 1%, ?, 0%, -7%, -1%, ?, 0%, 1%
Cc1ccc([C@H]2C[C@H](O)[C@@H](n3cc(-c4ccc(F)cc4)nn3)CN2Cc2cccs2)cc1
    5, nt, ?, nt, ?, 5%, 1, ?, ?
Cc1cccc(/N=C/c2ccccn2)n1
    5, -1%, -1%, 1%, 2%, 3%, 12, 6%, 4%
O=C(COC(=O)c1cc(S(=O)(=O)N2CCCC2)ccc1O)Nc1ccc(SC(F)F)cc1
    4, 2%, 8%, -8%, 5%, -13%, -5, ?, 5%
CCOC(=O)N1CCN(C(=O)c2n[nH]c(=O)c3ccccc23)CC1
    -10, -8%, -5%, -6%, -7%, -6%, 7, -10%, -3%
Cc1cccc(NC(=O)N2CC(=O)Nc3sc4c(c3C2c2ccccc2)CCCC4)c1C (stereo unspecified)
    -5, nt, ?, nt, nt, -3%, nt, ?, nt
CC(C)C1C(=O)N(Cc2cn(CCC3OCCO3)nn2)CCS(=O)(=O)N1Cc1ccc(-c2ccc(Cl)c(Cl)c2)cc1 (stereo unspecified)
    0, nt, ?, nt, ?, -21%, -27, -24%, 18µM*
CCOC(=O)c1cnn(CCOC(=O)c2cccc(F)c2)c1NC(=O)c1cccc(F)c1
    -15, 3%, 0%, 8%, -7%, 3%, -7, ?, -2%
CC1=C(c2ccc(F)cc2)S(=O)(=O)NC1=NCc1ccccc1Cl
    -8, nt, 9%, nt, nt, 1%, nt, 16%, nt
CC(=O)c1ccc(NC(=O)Cn2c3ncccc3c(=O)n2-c2ccc(C)cc2)cc1
    6, nt, 1%, nt, nt, 9%, nt, ?, nt
COc1ccc2cc(C(c3nnnn3Cc3ccc(F)cc3)N3CCCCCC3)c(=O)[nH]c2c1 (stereo unspecified)
    12, ?, 9%, -4%, -3%, -14%, -6, -15%, 0%
CCc1nc2c(OCc3ccccc3C)cccn2c1N(C)C(=O)c1ccco1
    2, nt, 0%, nt, -30%, -7%, -15, -2%, -16%
CC1(C(=O)NS(=O)(=O)c2ccc(Cl)s2)CCN1C(=O)Cc1ccc(-c2ccccc2)cc1 (stereo unspecified)
    -2, nt, 0%, nt, -18%, -2%, 29, 5%, 3%
COc1ccccc1S(=O)(=O)CC(O)COc1ccccc1Cl (stereo unspecified)
    -1, 0%, -3%, -3%, 2%, 0%, 22, -9%, 4%

Reprinted at random: 2 compounds from above
Results follow in this order: DRD3 agonist, MCF10A rerep, KB-3-1 cytotox, SW480 rereplic, HT1080NT lethal, GLP1R cytotox, IL-1B inflam inh, KB-V1 MDR tox, HT1080 IDH1KD tx
CCc1nc2c(OCc3ccccc3C)cccn2c1N(C)C(=O)c1ccco1
    2, nt, 0%, nt, -30%, -7%, -15, -2%, -16%
COc1ccc2cc(C(c3nnnn3Cc3ccc(F)cc3)N3CCCCCC3)c(=O)[nH]c2c1 (stereo unspecified)
    12, ?, 9%, -4%, -3%, -14%, -6, -15%, 0%
